MEKK3 PB1 HTS: modulators (inhibitors or enhancers) of MEK5 binding to human MEKK3 PB1 domain | Q99759 | bead-based flow cytometry, Alexa488-MEK5 binding to MEKK3; actives lie on both sides; 0 = blocked by unlabeled MEK5, 100 = vehicle | binding response (% of control), % at 10 µM | actives 1.4% (n = 290,000) | AID 1529;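 active means binding response more than 3 SD above or below the average of its plate-row segment, actives on both sides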;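 further: Alexa488 bead fluorescence after subtracting the streptavidin-only scavenger bead signal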
Target sequence (Q99759 whole entry, looked up, the tested form may be a part): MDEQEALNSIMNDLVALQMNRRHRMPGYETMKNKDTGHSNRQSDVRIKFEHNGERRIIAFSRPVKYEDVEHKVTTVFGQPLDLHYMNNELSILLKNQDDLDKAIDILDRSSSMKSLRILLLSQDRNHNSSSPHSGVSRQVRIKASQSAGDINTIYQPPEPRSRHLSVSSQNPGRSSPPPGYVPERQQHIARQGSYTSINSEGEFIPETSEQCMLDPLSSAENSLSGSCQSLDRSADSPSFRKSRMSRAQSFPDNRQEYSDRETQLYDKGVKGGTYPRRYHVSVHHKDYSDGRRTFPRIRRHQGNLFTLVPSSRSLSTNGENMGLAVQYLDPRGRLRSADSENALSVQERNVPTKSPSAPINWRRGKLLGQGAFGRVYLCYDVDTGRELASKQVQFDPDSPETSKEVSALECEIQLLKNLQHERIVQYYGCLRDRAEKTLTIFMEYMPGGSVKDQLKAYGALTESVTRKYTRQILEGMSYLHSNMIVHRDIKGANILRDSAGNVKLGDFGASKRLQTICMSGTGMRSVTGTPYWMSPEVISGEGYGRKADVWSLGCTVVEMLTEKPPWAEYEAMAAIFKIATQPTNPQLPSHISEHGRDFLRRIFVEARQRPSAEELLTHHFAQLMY
p-CIP stab down: p/CIP protein destabilization; F442A p/CIP-EGFP cells, EGFP fluorescence, 16 h; Q05BA5; decrease of EGFP signal, % at 10 µM; actives 0.01% (n = 290,000); AID 1984;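 active means EGFP signal decrease of at least 30% at 10 µM or well 3 SD below plate mean, unless failing retest; inactive means the rest, including hits failing retest or dose response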; further: some compounds called inactive have numbers as strong as hits; many of its hits are not listed in these tables
IMP-1 inh: blocks Pseudomonas aeruginosa IMP-1 metallo-beta-lactamase | purified IMP-1, nitrocefin hydrolysis, epi-absorbance fluorescence | inhibition, % at 5.6 µM | actives 0.45% (n = 290,000);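 active means inhibition above the mean plus 3 SD of all compounds in the same screening run, cut at about 4.5% in these data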;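 further: 0% = IMP-1 with DMSO and 100% = DMSO wells lacking enzyme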
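System: Purified IMP-1 | Read-out basis: Percent enzyme inhibition | Controls: IMP-1 with DMSO as 0%, enzyme-free DMSO as 100% | Replicates: One well per compound | Doses: 5.6 µM nominal single concentration | Detection: Epi-absorbance fluorescence, 480 nm excitation, 530 nm emission | Incubation: 25 °C, 15 min preincubation, 25 min reaction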
PHOSPHO1 inh: blocks human PHOSPHO1 phosphatase activity | inhibition, % at 13.3 µM | Q8TCT1 | actives 1.1% (n = 290,000) | AID 1565 | recombinant PHOSPHO1, absorbance phosphatase assay; in the data active means inhibition above about 60%
Target sequence (Q8TCT1 whole entry, looked up): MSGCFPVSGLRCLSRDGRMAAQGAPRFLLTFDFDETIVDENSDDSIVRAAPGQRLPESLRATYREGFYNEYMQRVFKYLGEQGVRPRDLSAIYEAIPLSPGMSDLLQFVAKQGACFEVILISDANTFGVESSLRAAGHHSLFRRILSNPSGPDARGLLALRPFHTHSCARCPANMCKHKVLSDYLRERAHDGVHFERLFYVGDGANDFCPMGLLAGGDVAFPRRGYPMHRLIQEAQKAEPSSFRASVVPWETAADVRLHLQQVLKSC
FID counter: displaces DNA intercalator in HCV helicase counter-screen | actives 0.17% (n = 290,000) | AID 1845 | DNA fluorescent intercalator displacement, fluorescence | inhibition, % at 7.9 µM; in the data active means inhibition above about 37%;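 further: 0% = vehicle and 100% = reference compound; higher means more ethidium bromide displaced from hairpin DNA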
VIM-2 inh: blocks Pseudomonas aeruginosa VIM-2 metallo-beta-lactamase. purified VIM-2, nitrocefin hydrolysis, epi-absorbance fluorescence. inhibition, % at 5.6 µM. actives 0.89% (n = 290,000);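 active means inhibition above the mean of all tested compounds plus 3 SD, cutoff set per screening run, cut at about 7.5% in these data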;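 further: red hydrolysis product quenches plate fluorescence so inhibitors raise well fluorescence; 0% = enzyme with DMSO and 100% = DMSO without enzyme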
UBC9 SUMO inh: blocks human SUMOylation mediated by UBC9. P63279. HTRF SUMOylation assay, SAE1/SAE2 + UBC9, in vitro. inhibition, % at 35 µM. actives 0.36% (n = 290,000); in the data active means inhibition above about 50%, passing the limit was not always enough; further: strong numbers were not always called active
Target sequence (P63279 whole entry, looked up): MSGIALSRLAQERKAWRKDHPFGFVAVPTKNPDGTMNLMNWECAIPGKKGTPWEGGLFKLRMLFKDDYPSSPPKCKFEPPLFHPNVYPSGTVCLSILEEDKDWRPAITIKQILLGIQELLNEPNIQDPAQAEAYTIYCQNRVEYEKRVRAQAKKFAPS
NS3 helicase inh: HCV NS3 helicase inhibition. actives 0.56% (n = 290,000). inhibition, % at 10.9 µM. AID 1800. NS3 helicase DNA unwinding, Cy5 molecular beacon fluorescence;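 active means inhibition above the mean of all tested compounds plus 3 SD, set per campaign, cut at about 35% in these data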;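 further: 0% = DMSO wells and 100% = thioflavine S control wells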
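Material: hepatitis C virus NS3 helicase domain fragment enzyme; measured by: Cy5 fluorescence, 0 and 60 min reads; control set: DMSO and thioflavine S; incubation: 60 min unwinding reaction at 25 °C after ATP addition; read-out basis: % inhibition from 60/0 min fluorescence ratio, DMSO 0%, thioflavine S 100%; repeats: singlicate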
IDE act: activators of human insulin-degrading enzyme in cells; HEK cells, FAbeta-B cleavage, fluorescence polarization; 0% vehicle, 100% cell-free pure enzyme wells; activation, % at 5.96 µM; actives 0.073% (n = 340,000); P14735;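 active means activation above the mean of all tested compounds plus 3 SD, set per screening campaign, cut at about 17% in these data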
Starred values were filed as active, the others as inactive; . = no result given; [ ] = another dose, or the depositor's remark. An excerpt; rates above refer to the full screens.

SMILES	MEKK3 PB1 HTS	p-CIP stab down	IMP-1 inh	PHOSPHO1 inh	FID counter	VIM-2 inh	UBC9 SUMO inh	NS3 helicase inh	IDE act
COC(=O)c1ccc(N2C(=O)CC(NCc3ccccc3)C2=O)cc1 (configuration not stated)	101	-17	-1.1	0	-10	-0.5	5	-3	3
COc1c(C)cc(C(=O)C2CCCN(C(=O)c3cc(C)on3)C2)cc1C (configuration not stated)	102	6	-3.9	34	-32	-1.4	-3	3	4
COC(=O)c1c(SCC(=O)Nc2ccc(C)cc2)nc(=O)[nH]c1C	96	-3	-2.2	-15	-14	-1.9	22	4	3
COc1ccc(N2CCN(C(=S)Nc3ccccc3OC)CC2)cc1	106	-10	-3.1	14	-13	-2.2	4	4	5
COC(=O)Nc1c(C)nn(Cc2ccccc2C)c1C	102	11	-4.2	13	-11	-1.8	-8	14	0
Cc1cc(=O)[nH]c(N2CCOCC2)n1	106	-13	-2.4	32	-2	-1.5	13	8	.
O=C(CSc1ccc(Br)cc1)N1CCOCC1	106	-8	0.5	24	-3	-1.9	16	10	2
O=C(Nc1ccc(N2CCOCC2)cc1)c1cc2ccccc2o1	106	-14	-4.6	20	-15	-0.3	21	5	5
Cc1cc(=O)n2nc(N3CCCC3C(=O)NCc3ccccn3)sc2n1 (configuration not stated)	95	-10	-2.0	7	-8	-2.4	18	-3	-1
O=C(COC(=O)c1nc(-c2ccccc2)n(-c2cccc(C(F)(F)F)c2)n1)NCc1cccs1	118	-6	-3.3	-11	-27	-1.4	-16	4	9
Cc1cc2c(cc1C)CSC(c1ccc3ccccc3c1O)SC2	108	-17	1.3	-24	1	-1.4	14	29	0
CN1C(=O)C(C)(C)c2cc(S(=O)(=O)N3CCC(C(=O)NCc4ccc(F)cc4)CC3)ccc21	98	-15	-4.3	15	-39	-3.1	-5	-12	-1
COc1ccc(CNC(=O)COc2cc(O)c3c(c2)OC(C)(C)CC3=O)cc1	100	9	-0.1	18	-25	1.3	14	-24	2
O=C(CN1C(=O)C2CC=CCC2C1=O)Nc1nccs1 (configuration not stated)	105	-8	.	15	.	.	12	.	0
Cc1ccc(S(=O)(=O)Oc2ccccc2/C=N/NC(=O)c2c(Cl)cnn2C)cc1	97	5	0.4	-17	-23	0.0	2	-6	-1
CCOC(=O)C1CCN(S(=O)(=O)c2ccc(OC)c(Cl)c2)CC1	104	7	-2.2	12	-16	-1.8	1	-3	0
CS(=O)(=O)N(CC(=O)NCCSc1ccccc1)c1ccc2c(c1)OCO2	105	-6	-1.2	-6	-11	-4.1	27	-7	-2
O=C(NCCc1ccc(F)cc1)Nc1ccc2c(c1)OCO2	100	-4	-3.7	44	4	-2.7	0	3	-3
O=C(C1CCC(CNc2c(N3CCCCC3)c(=O)c2=O)CC1)N1CCc2ccccc2C1 (configuration not stated)	108	0	-3.7	1	-34	-4.7	0	14	-12
O=C(NC12CC3CC(CC(C3)C1)C2)N(Cc1ccccc1)Cc1ccncc1	98	-9	-0.8	46	-34	-0.4	-10	-4	-3

In a second layout: entries from further up
| compound | MEKK3 PB1 HTS | p-CIP stab down | IMP-1 inh | PHOSPHO1 inh | FID counter | VIM-2 inh | UBC9 SUMO inh | NS3 helicase inh | IDE act |
| --- | --- | --- | --- | --- | --- | --- | --- | --- | --- |
| COc1ccc(CNC(=O)COc2cc(O)c3c(c2)OC(C)(C)CC3=O)cc1 | 100 | 9 | -0.1 | 18 | -25 | 1.3 | 14 | -24 | 2 |
| CS(=O)(=O)N(CC(=O)NCCSc1ccccc1)c1ccc2c(c1)OCO2 | 105 | -6 | -1.2 | -6 | -11 | -4.1 | 27 | -7 | -2 |
| CN1C(=O)C(C)(C)c2cc(S(=O)(=O)N3CCC(C(=O)NCc4ccc(F)cc4)CC3)ccc21 | 98 | -15 | -4.3 | 15 | -39 | -3.1 | -5 | -12 | -1 |

Carrying on:
SMILES	MEKK3 PB1 HTS	p-CIP stab down	IMP-1 inh	PHOSPHO1 inh	FID counter	VIM-2 inh	UBC9 SUMO inh	NS3 helicase inh	IDE act
CCOC(=O)/C(C#N)=C/c1cn(CCC(=O)O)nc1-c1ccc(Cl)cc1	96	-13	-0.4	-6	-32	-0.8	11	11	2
Cc1ccc(C(=O)N2CCc3ccccc32)cc1[N+](=O)[O-]	102	-2	-4.6	24	-9	-2.6	6	-1	2
CC(=O)NC(Cc1cccc(C)c1)C(=O)NC1CCN(C(=O)NCc2ccccc2)CC1 (configuration not stated)	100	-12	-3.1	27	-20	-1.5	-6	-1	-2
CCN1C(=O)/C(=C/C=C2\C=CN(CC)c3ccccc32)SC1=S	75*[inhibitor]	4	-5.4	-24	7	-4.3	12	-8	-5
CN(CC1CCCO1)S(=O)(=O)c1ccc(C(=O)Nc2ccc(F)cc2)cc1 (configuration not stated)	99	-5	-2.2	32	-13	-2.1	6	2	0
CN(C)S(=O)(=O)c1ccc(C(=O)OCCCN=C2NS(=O)(=O)c3ccccc32)cc1	108	-2	-2.9	-7	-2	-2.5	-9	1	3
CCOc1ccc(NC(=O)c2ccc3c(SCC(=O)O)c4c(nc3c2)CCCC4)cc1	137*	-3	-0.6	20	-37	-2.5	-4	8	2
COc1ccccc1C(=O)CSc1nnc(-c2ccco2)o1	100	12	-3.9	-12	-7	-0.9	0	3	5
NC(=O)C1CCCN(S(=O)(=O)c2ccc(Br)cc2)C1 (configuration not stated)	101	-6	-2.3	12	-3	-1.9	-17	12	1
Cc1ccc(NC(=O)Cc2nnc(SCC(=O)NC3CCCC3)n2C)c(C)c1	99	4	-1.4	45	-9	-1.7	5	6	-3
CC(=O)Nc1cccc(C(=O)Nc2ccccc2C(=O)O)c1	107	16	-4.2	-8	5	-0.8	4	3	5
COc1cc(C(=O)OC(C)C(=O)N2CCc3ccccc3C2)ccc1OCC(=O)N1CCOCC1 (configuration not stated)	103	15	-3.5	-60	-30	-4.2	11	2	2
COc1ccc(/C(C)=N/NC(=O)CNC(=O)c2ccncc2)c(OC)c1	101	1	-1.0	30	-2	-1.5	-10	6	4
CSC(=Nc1ccccc1)C(C#N)c1nc2ccccc2[nH]1 (configuration not stated)	87	-6	-2.2	41	-6	-2.4	-24	2	6
O=C1CC(SC(=Nc2ccccc2)Nc2ccccc2)C(=O)N1c1ccc(Cl)cc1 (configuration not stated)	100	-8	-2.2	54	-2	-0.8	-35	-5	-2
NS(=O)(=O)c1ccc(CNC(=O)Cc2ccccc2[N+](=O)[O-])cc1	104	-8	-2.6	44	-10	0.8	8	29	3
COc1ccc(CCNc2ccc(C(CC(N)=O)NC(=O)c3cc(C)cc(C)c3)cc2[N+](=O)[O-])cc1 (configuration not stated)	98	-3	-0.7	-7	-4	0.2	1	21	1
CC(C)OC(=O)c1cc2c(ccn2-c2ccc(F)cc2)n1CC(=O)N1CCN(C(=O)c2ccco2)CC1	103	1	1.7	-1	-19	1.1	-13	-1	1
CCOc1ccc(N2CC(=O)Nc3ccccc3NCC2=O)cc1	82	-7	0.4	7	8	-0.4	18	-5	1
N#CC1=C(N)Oc2n[nH]c(-c3cccs3)c2C1c1ccoc1 (configuration not stated)	101	-2	-1.6	5	-6	-0.4	75	5	5

Three compounds from above, limited to UBC9 SUMO inh and IMP-1 inh:
Molecule	UBC9 SUMO inh	IMP-1 inh
CCOC(=O)/C(C#N)=C/c1cn(CCC(=O)O)nc1-c1ccc(Cl)cc1	11	-0.4
Cc1ccc(C(=O)N2CCc3ccccc32)cc1[N+](=O)[O-]	6	-4.6
CC(=O)NC(Cc1cccc(C)c1)C(=O)NC1CCN(C(=O)NCc2ccccc2)CC1 (configuration not stated)	-6	-3.1

(further entries)
SMILES	MEKK3 PB1 HTS	p-CIP stab down	IMP-1 inh	PHOSPHO1 inh	FID counter	VIM-2 inh	UBC9 SUMO inh	NS3 helicase inh	IDE act
CC(C)(C)Cn1c(=O)[nH]c(=O)c2cc([N+](=O)[O-])cnc21	101	-8	-3.3	-8	4	-1.9	30	12	3
CCc1ccc(-c2nc(CSCC(=O)N3CCN(c4ccccn4)CC3)c(C)o2)cc1	103	-19	-3.1	24	-33	-3.9	22	-6	5
O=C(COc1ccccc1Cl)OCC(=O)N1CCN(S(=O)(=O)c2ccccc2)CC1	98	-7	-1.0	-11	-25	-0.3	18	-2	-3
Cc1cccc(NC(=O)NN2CCN(C)CC2)c1C	102	-4	0.3	48	-5	2.2	6	18	1
CC(=O)Oc1cc2c(C(=O)NCCN3CCOCC3)c(C)oc2c2ccccc12	98	5	-3.5	10	-3	-1.3	0	-13	1
COC(=O)c1ccccc1NC(=O)C(C)Oc1ccccc1 (configuration not stated)	100	-6	-0.2	-32	-13	-7.4	-3	-2	3
O=C(N/N=C/c1ccco1)C1CCCC1	104	-14	-1.1	12	-1	-0.5	2	8	5
O=C(NCc1cccc(C(F)(F)F)c1)N1CCN(S(=O)(=O)c2ccccc2F)CC1	103	1	-4.2	15	-27	0.0	-19	-8	6
CCCOC(=O)CC1C(=O)NCCN1Cc1ccc(F)cc1 (configuration not stated)	.	-28	-3.4	13	-4	-1.0	22	1	4
COc1cc([N+](=O)[O-])cc(/C=N/NC(=O)CSc2nnc(-c3ccccc3)n2C)c1O	93	-2	-3.3	32	-8	-2.9	9	-12	.
COc1ccc(N2CCN(CC(=O)Nc3ccc(C)cc3)CC2)cc1	102	30	-0.2	.	-20	-0.1	6	15	1
COc1ccc(CCNC(=O)C2CCN(S(=O)(=O)c3ccc(OC)c(OC)c3)CC2)cc1OC	100	0	-0.1	7	-32	-0.2	15	-4	-3
COC(=O)CC1=NN(c2ccccc2)C(=O)C1	101	-2	-4.4	32	-14	-3.5	-10	20	7
Cc1cc2ccccc2n1CCNCc1c(C(=O)N2CCOCC2)nc2ccccn12	87	-3	0.1	8	-6	-2.7	18	-65	-7
Clc1nccnc1-c1ccccc1	100	10	-1.0	9	1	0.8	-5	3	4
CCc1ccccc1N(CC(=O)NC1CCCC1)C(=O)CNC(=O)c1cccs1	101	-13	-1.5	24	-39	1.4	7	-4	-1
CN(CCCC(=O)NCc1ccccc1)S(=O)(=O)c1ccc([N+](=O)[O-])cc1	106	-12	-3.8	25	-2	-0.8	22	-3	-2
Cc1cc(C)c(C(=O)N2CCCC(N3CCN(c4cccc(C(F)(F)F)c4)CC3)C2)o1 (configuration not stated)	100	1	-2.5	56	-26	-3.8	-10	-7	2
Cc1nc2ccccc2c(=O)n1/N=C/c1cccnc1	105	-2	-2.2	9	1	-1.7	3	1	4
N#CC1=C(N)OC2=C(C(=O)CCC2)C1c1cc2c(cc1Br)OCO2 (configuration not stated)	96	-18	-0.2	-18	-2	-0.6	0	1	3
COc1ccccc1N(C)S(=O)(=O)c1ccc(C(=O)Nc2ccc3nc(C)sc3c2)cc1	97	-3	-4.1	14	-29	-3.2	-1	-13	-3
CCOc1ccc(/C=N/NC2=NCCCCC2)cc1	106	6	-2.4	40	2	-0.3	15	-15	6
CC12CC(NC(=O)N1c1ccc(C(=O)N3CCN(c4ccccn4)CC3)cc1)c1ccccc1O2 (configuration not stated)	102	4	-0.1	21	-10	0.8	2	-8	.
COc1cccc(N2CCN(C(=O)c3nc4nc(C)cc(C)n4n3)CC2)c1	108	-9	-5.5	6	-18	-1.8	22	7	-3
COc1ccc(C(=O)N2C(=S)NC(=O)/C2=C\c2ccc(C)cc2)cc1	101	5	-4.4	-9	-18	-3.1	10	10	0
